G9a block: inhibitors of human histone lysine methyltransferase G9a. Q96KQ7. G9a H3K9 monomethylation, AlphaScreen, 2 h. Potency, µM (doses to about 102 µM), for inactives: top-dose activity, negative = inhibition, actives largely listed as inhibitors. actives 8.8% (n = 350,000). AID 504332; note: potency is the fitted concentration of half-maximal effect; % is set by controls: 0 for no effect and ±100 for the full control effect; nearly all actives have a fitted effect of over 75% in size
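Step 1: enzyme (final 20 nM) with compound, 15 min RT. Step 2: substrate peptide 500 nM and SAM 20 uM, 2 h RT. Step 3: anti-H3K9me1 antibody and AlphaScreen beads, 10 min, then plate read.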
POLH inh: inhibitors of human DNA polymerase eta | AID 588591 | actives 1.2% (n = 390,000) | recombinant Pol eta, fluorescent DNA replication assay | Potency, µM (highest dose often 114 µM), for the others: at the top dose activity change, negative = inhibition, usual class: inhibitors | Q9Y253; note: potency is the fitted concentration of half-maximal effect; % is set by controls: 0 for no effect and ±100 for the full control effect
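Pol eta at 10 nM preincubated with compounds 15 min at room temperature; reaction started with fluorescent substrate (50 nM final) and read kinetically at 0 and 10 min.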
JMJD2A Tudor: JMJD2A Tudor domain (human) inhibition. AlphaScreen JMJD2A-Tudor / H3K4me3 peptide binding. Potency, µM (titrated, usually from 114 µM), for inactives: at the highest dose activity change, negative = inhibition, most hits filed as inhibitors. actives 4.4% (n = 390,000); note: potency is the fitted concentration of half-maximal effect; % is set by controls: 0 for no effect and ±100 for the full control effect; nearly all actives have a fitted effect of over 50% in size
Pin1 inhibitor: human Pin1 inhibition; Q13526; Pin1 FP peptide displacement, HiFluor488, 10 min; Potency, µM (doses to about 115 µM), for inactives: at the highest dose activity, negative = inhibition, actives largely listed as inhibitors; actives 0.009% (n = 390,000); AID 504891; active = well fitted inhibition curve with a large enough effect in the polarisation, with a control signal flat, not every such curve was filed as active; inconclusive = small, poorly fitted or top-dose-only effect, or effect the other way, or a change in a side signal; inactive = no such curve, though single readings can be large or run the other way; the % refers to the polarisation; note: potency is the fitted concentration of half-maximal effect; % is set by controls: 0 for no effect and ±100 for the full control effect
Target sequence (Q13526 whole entry, looked up): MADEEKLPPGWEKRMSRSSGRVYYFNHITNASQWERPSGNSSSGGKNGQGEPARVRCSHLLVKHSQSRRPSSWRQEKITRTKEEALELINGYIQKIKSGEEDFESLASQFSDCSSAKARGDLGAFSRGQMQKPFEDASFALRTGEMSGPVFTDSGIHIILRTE
PGK inhibitor: T. brucei PGK inhibition; P07378; PGK/GAPDH coupled, Kinase-Glo luminescence, 60 min; Potency, µM (highest dose often 57.5 µM), for inactives: at the top dose activity change, negative = inhibition, actives largely listed as inhibitors; actives 0.043% (n = 380,000); AID 602233; note: potency is the fitted concentration of half-maximal effect; % is set by controls: 0 for no effect and ±100 for the full control effect; nearly all actives have a fitted effect of over 60% in size
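Recombinant glycosomal PGK reaction used 1,3-bisphosphoglycerate generated in-well by GAPDH (100nM final) in 100mM TEA pH 7.6, 5mM MgCl2, 0.01% Tween-20. After 60 minutes at room temperature, ATP was read by Kinase-Glo Plus luminescence end-point.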
BAZ2B inh: BAZ2B (human) inhibition; Q9UIF8; AlphaScreen BAZ2B-H3K14Ac peptide displacement; Potency, µM (doses to about 114 µM), for the others: at the highest dose activity change, negative = inhibition, most hits filed as inhibitors; actives 4.4% (n = 360,000); note: potency is the fitted concentration of half-maximal effect; % is set by controls: 0 for no effect and ±100 for the full control effect; nearly all actives have a fitted effect of over 60% in size
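Inhibition is scored as reduced AlphaScreen emission. The BAZ2B/b-H3(5-23)K14Ac complex (50 nM each) in PBS pH 7.4, 0.01% Tween-20 meets compound (up to 110 uM) for 30 min at RT before bead addition.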
HP1b chromo inh: blocks HP1-beta chromodomain binding to methylated histone tails. P83916. AlphaScreen HP1-beta / biotin-H3K9me3 peptide binding. Potency, µM (top dose mostly 114 µM), for inactives: top-dose activity change, negative = inhibition, most hits filed as inhibitors. actives 0.56% (n = 390,000). AID 540317; note: potency is the fitted concentration of half-maximal effect; nearly all actives have a fitted effect of over 70% in size; inactives centre near 23
Target sequence (P83916 whole entry, looked up): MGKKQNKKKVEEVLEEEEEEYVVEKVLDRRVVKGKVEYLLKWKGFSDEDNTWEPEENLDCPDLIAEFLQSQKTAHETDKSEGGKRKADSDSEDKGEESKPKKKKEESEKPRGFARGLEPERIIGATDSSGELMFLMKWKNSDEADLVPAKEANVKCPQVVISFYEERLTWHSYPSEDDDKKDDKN
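AlphaScreen: HP1-beta (50 nM) preformed 30 min with biotin-H3(1-18)K9me3 peptide (50 nM) in PBS pH 7.4, 0.01% Tween-20. Compound added for 30 min at RT, then streptavidin donor/nickel chelate acceptor beads (10 ug/mL) for 30 min.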
PI4K2A block: blocks human PI4K2A kinase activity; activity change, negative = inhibition, % at 76.9 µM; AID 1346378; actives 0.13% (n = 420,000); purified PI4K2A, ADP-Glo luminescence, 1 h; hits give low values; in the data active = activity change below about -50%; inconclusive = mostly about -30% to -49%;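 note: -100% = wells without enzyme as full effect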
Target sequence (Q9BTU6 whole entry, looked up): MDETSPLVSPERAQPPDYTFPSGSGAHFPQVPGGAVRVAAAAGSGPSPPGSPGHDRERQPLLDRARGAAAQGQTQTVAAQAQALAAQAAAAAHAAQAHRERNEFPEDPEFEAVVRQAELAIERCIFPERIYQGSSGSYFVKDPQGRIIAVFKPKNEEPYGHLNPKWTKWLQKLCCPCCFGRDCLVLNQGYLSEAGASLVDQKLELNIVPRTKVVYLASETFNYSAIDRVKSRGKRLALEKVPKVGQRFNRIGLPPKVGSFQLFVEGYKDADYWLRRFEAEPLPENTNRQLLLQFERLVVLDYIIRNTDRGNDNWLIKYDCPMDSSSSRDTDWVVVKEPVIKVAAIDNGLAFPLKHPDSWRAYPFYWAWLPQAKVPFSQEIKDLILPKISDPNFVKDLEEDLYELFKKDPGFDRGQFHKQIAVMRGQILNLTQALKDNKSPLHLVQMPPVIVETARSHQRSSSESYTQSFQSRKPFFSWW
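In this quantitative HTS, ADP production by PI4K2A was quantified luminescently after 1 h at ambient temperature; 100 microM adenosine served as plate-quality control.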
GLS inh: blocks human kidney-isoform glutaminase activity. O94925. GLS enzymatic activity, qHTS titration. Potency, µM (doses to about 45.5 µM), without a hit: top-dose activity change, negative = inhibition, hits mostly inhibitors. actives 0.21% (n = 410,000). AID 624170; note: potency is the fitted concentration of half-maximal effect; % is set by controls: 0 for no effect and ±100 for the full control effect
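Assay buffer: 45 mM KH2PO4 pH 8.2, 0.02% Tween-20. hKGA acts on L-glutamine (1 mM solution added); product glutamate is reported by an oxidase/peroxidase Amplex Red coupling, with fluorescence taken at baseline and 30 min.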
Starred values were filed as active, the others as inactive; i = inactive; ? = inconclusive; . = not tested or not shown; & = joins results of further samples; [ ] = another dose, or the depositor's remark. Unless noted, calls come from the whole dose curve; as a rule, active = well fitted curve in the direction sought with a large enough effect; inconclusive = small, poorly fitted or top-dose-only effect, or another doubt; inactive = no such curve, though single readings can be large; an effect the other way counts as inactive or inconclusive. The list is partial, so the mix of outcomes need not match the whole.

The line under a structure holds: PGK inhibitor	G9a block	BAZ2B inh	POLH inh	HP1b chromo inh	PI4K2A block	JMJD2A Tudor	Pin1 inhibitor	GLS inh
- Cc1ccc(C)c(SCC(=O)NC2CCS(=O)(=O)C2)c1 (centres undefined)
→ -10%	3%[0.501 µM]	18%	-19%	34%	-3	-14%	1%	1%
- O=C(Nc1ccccc1)c1ccccc1NS(=O)(=O)c1ccc(Cl)s1
→ 0%	8%[59 µM]	-25%	-12%	-2%	3	-5%	-1%	24%
- Cc1cc(N2CCC(C(=O)Nc3ccc(F)cc3F)CC2)n2nc(C)c(-c3ccc(Cl)cc3)c2n1
→ 8%	-4%[59 µM]	-2%	-20%	41%[activator]	-9	-1%	-4%	-3%
- Cc1ccc(-c2ccc(=O)[nH]n2)cc1
→ 6%	14%[59 µM]	3%	3%	30%	3	-6%	0%	4%
- CC(C)N(C)C1CCN(C(=O)Nc2ccc(Cl)cc2)CC1
→ -10%	18%[59 µM]	1%	-8%	3%	-8	-18%	-2%	-6%
- CSc1ccccc1C(=O)Nc1ncn[nH]1
→ -8%	1.6µM*	?	-5%	44%[activator]	0	79µM*	2%	1%
- O=C(CSc1ccc2nnc(-c3cccs3)n2n1)N1CCOCC1
→ -4%	.	.	0%	29%	1	?	-2%	-19%
- Cc1ccc(S(=O)(=O)N2CCN(C(=O)COC(=O)CNC(=O)c3ccc(Cl)cc3Cl)CC2)c(C)c1
→ -10%	.	.	?	-2%	-1	25µM*	1%	1%
- COc1cccc(C2=CC(=O)CCC2)c1
→ -2%	.	.	-14%	54%[activator]	-1	-23%	-2%	-3%
- O=C(Nc1cccc2ccccc12)C(=O)C1C(=O)Nc2ccccc21 (centres undefined)
→ -8%	.	?	-12%	30%	-1	-7%[11.4 µM]	-9%	29%
- CC1CC(=O)Nc2cc([N+](=O)[O-])ccc2N1 (centres undefined)
→ -2%	10%	-9%	19%	30%	5	-6%[11.4 µM]	-5%	7%
- Oc1cc(Nc2cccnc2)cc2cccnc12
→ 1%	-1%[12.7 µM]	7.9µM*	-18%	44%[activator]	-21	45µM*	-16%	7%
- CCC(C)C(=O)NCCc1ccc(S(N)(=O)=O)cc1 (centres undefined)
→ 0%	13%[59 µM]	4%	-18%	26%	-6	-15%	-3%	2%
- COc1ccc(N2CCN(CC(O)COC(c3ccccc3)c3ccccc3)CC2)cc1 (centres undefined)
→ -1%	40µM*	45µM*	-9%	?	0	45µM*	-3%	25%
- COc1ccc(S(=O)(=O)N2CCC[C@H]2C(=O)NCc2ccc(Cl)cc2)cc1
→ 6%	7%[12.7 µM]	0%	-1%	29%	4	-9%	0%	17%
- CN(C(=O)NC1CCCCC1)[C@H]1C[C@H]2c3[nH]c4ccccc4c3CCN2C(=O)[C@H]1CO
→ -7%	.	.	-13%	.	-2	.	.	12%
- Cc1ccc(CC(C)(O)CC(C)(O)Cc2ccc(C)cc2)cc1 (centres undefined)
→ -8%	.	.	-12%	.	0	.	.	5%
- N#CC(C#N)=Cc1c[nH]c(=O)c(C#N)c1Nc1ccccc1
→ 3%	.	.	6%	21%	-8	-8%	?	1%
- CCCS(=O)(=O)c1c(S(=O)(=O)CCC)c2c3ccccc3ccn2c1C(N)=O
→ -7%	-1%	-1%	-9%	7%	-4	-5%	-4%	9%
- Cc1cccc(CN2CCN(Cc3ccc(-n4cccn4)cc3)CC2CCO)n1 (centres undefined)
→ 1%	-7%	-13%	-3%	39%[activator]	-1	-10%	-1%	8%
- COc1ccc(-c2csc3ncnc(N4CCN(S(=O)(=O)c5ccc(C(C)=O)cc5)CC4)c23)cc1
→ 5%	-38%	3%	-9%	18%	-1	-8%	49%[activator]	6%
- Cc1ccc(CN2CCC(C(=O)NCCC(C)C)CC2)o1
→ -12%	32µM*	?	-14%	?	-22	45µM*	-12%	-2%
- Cc1ccc(CC(=O)OC(C)C(=O)NC2CCCCC2C)cc1C (centres undefined)
→ -9%	-1%[12.7 µM]	9%	-11%	25%	0	-10%	16%	1%
- Cc1cc(=O)[nH]c(SCC(=O)Nc2ccc(C)c(S(=O)(=O)N3CCCCC3)c2)n1
→ 2%	-38%[12.7 µM]	-7%	0%	10%	1	-13%	0%	14%
- Cc1nn(-c2ccccc2)c(N2CCCC2)c1/C=N/NC(=S)Nc1ccccc1C(F)(F)F
→ -8%	24%[59 µM]	-35%	-15%	-7%	0	?	4%	7%
- COc1cc(-c2nn3c(COc4ccccc4)nnc3s2)cc(OC)c1OC
→ i	5µM*	-2%	-4%	?	1	-20%	3%	-9%
- CCCCc1nc2sc3c(c2c(=O)[nH]1)CC(C)(C)OC3
→ i	.	.	5%	69%[activator]	-2	-7%	-28%	-3%
- COC(=O)/C=C1/SC(=Nc2ccc(C)cc2C)NC1=O
→ i	.	-4%	-2%	9%	8	-23%	3%	14%
- O=C(NCC1CCCO1)C1c2ccccc2C(=O)N1Cc1ccc2c(c1)OCO2 (centres undefined)
→ 0%	4%	5%	-8%	26%	-7	-19%	-2%	3%
- COc1ccc(CNC(=O)c2ccc(CS(=O)(=O)c3ccc(Br)cc3)o2)cc1
→ 2%&3%	7%	-10%&1%	-16%&-2%	40%&26%[activator]	1&5	-3%&-3%	-7%&2%	1%&8%
- COc1ccc(Cl)cc1NC(=O)C[n+]1ccccc1
→ -9%	?	-17%	-16%	57%[activator]	1	-8%	5%	-4%
- COc1ccc(C(=O)Nc2cc3c4c(c2)C(C)C(=O)N4CCC3)c(OC)c1 (centres undefined)
→ 5%	-35%	12%	-9%	5%	4	-15%	-12%	4%
- CCc1ccc(NS(=O)(=O)c2ccc3c(c2)CCN3C(=O)CCC(=O)O)cc1
→ 6%	9%	-1%	5%	29%	0	-1%	-1%	12%
- Cc1ccc(-c2csc3ncn(CC(=O)N4CCOCC4)c(=O)c23)cc1
→ -1%	8%[12.7 µM]	12%	11%	23%	1	-5%	1%	-11%
- O=C(CNCc1ccccc1)NC1C2CC3CC(C2)CC1C3 (centres undefined)
→ -2%	26%[0.501 µM]	-29%	-13%	71%[activator]	1	-8%	-2%	4%
- CCCn1c(=O)c(C(=O)c2ccccc2)nc2ccccc21
→ -4%	-4%	4%[57.1 µM]	-1%	2%	-2	?	?	6%
- Cc1ccc(NC2CCCN(C(=O)c3cn4cccc(C)c4n3)C2)cc1C (centres undefined)
→ 6%	?	-25%	-5%	6%	1	-18%	3%	13%
- COc1ccc(S(=O)(=O)c2cn(C)c3cc(N4CCCCCC4)c(F)cc3c2=O)cc1
→ i	6%[59 µM]	3%	-17%	29%	-1	-2%	-4%	-13%
- CCOC(=O)c1ccc(NC(=O)c2cc3sccc3n2Cc2ccc(Cl)cc2)cc1
→ -2%	-29%[59 µM]	-7%	-2%	20%	1	-30%	3%	12%
- CC1=CS(=O)(=O)CC1Sc1nc(C)n[nH]1 (centres undefined)
→ .	50µM*	?	0%	31%[activator]	2	-8%	-1%	3%
- CCOC(=O)c1nn(-c2ccccc2)c(C)c1C(C)=O
→ -1%	5%[12.7 µM]	1%	-9%	59%[activator]	-3	-1%[57.1 µM]	3%	-14%
- Nc1cc(-c2nc3ncccc3o2)ccc1Cl
→ -5%	-8%[59 µM]	-1%	?	42%	2	5%	3%	1%
- CC(C)(C)c1ccc(C2CC2C(=O)N/N=C\c2cc3ccccc3nc2Cl)cc1 (centres undefined)
→ i	19%	4%	-8%	34%	0	5%	-5%	0%
- CC(C)C(=O)Nc1nnc(S(=O)(=O)N2c3ccccc3CC2C)s1 (centres undefined)
→ -2%&-2%	13%	3%	-13%&-13%	35%[activator]	2&2	-3%&-34%	45%&2%[activator]	-6%&0%
- CS(=O)(=O)N1CCC(C(=O)Nc2ccccc2Br)CC1
→ i	19%[0.501 µM]	10%	-12%	20%	-1	-5%	9%	-4%
- COc1ccc(CN(CC(=O)NC2CCCC2)C(=O)CCC(=O)Nc2cc(C)on2)cc1
→ -3%	0%[59 µM]	5%	-7%	8%	-2	1%	0%	2%
- O=c1c(N2CCCCC2)csc2ccc(F)cc12
→ -12%	-35%[59 µM]	-22%	-19%	14%[57 µM]	-2	-31%	-6%	6%
- CC(=O)Nc1ccc(S(=O)(=O)NCCc2ccc(S(N)(=O)=O)cc2)cc1
→ -2%	24%	30%	1%	18%	4	-11%	3%	-2%
- CCOC(=O)c1ccc(N2C(=O)c3n[nH]c(-c4cccs4)c3C2c2cccc(F)c2)cc1 (centres undefined)
→ -4%	-46%[59 µM]	.	-21%	20%	3	?	61%[activator]	-5%
- CSc1cc(CS(=O)(=O)c2ccccc2)nc(-c2ccccc2)n1
→ -7%	82%[activator]	6%	-13%	81%[activator]	-4	33%	0%	-6%
- Cc1cc(=O)n2[nH]c(Nc3cccc(Cl)c3)nc2n1
→ -3%	.	.	-13%	16%	-4	-9%	-3%	-4%
- O=C1NC2(CCCC2)N=C1c1ccc(Cl)cc1
→ -6%	-2%	6%	-10%	14%	0	-22%	-4%	-5%
- COc1cc2c(C(=O)N3CCN(c4cccc(Cl)c4)CC3)cn(CC(C)C)c(=O)c2cc1OC
→ -5%	?	-28%	-12%	21%	4	?	18%	6%
- COc1ccc(NC(=S)NC(=O)Cc2ccccc2)c(OC)c1
→ -6%	13%[0.501 µM]	-2%	-1%	22%	-1	-32%	0%	19%
- O=C(O)CSc1nnc(-c2ccco2)o1
→ 5%	10%[59 µM]	-30%	-1%	41%[activator]	7	11%	-8%	1%
- Clc1ccc(CSc2ccc(-c3ccco3)nn2)cc1
→ 1%	-46%	5%	-18%	23%	-1	4%	-2%	5%

Screens deposited in PubChem by National Center for Advancing Translational Sciences (NCATS).
